GCN5L2 inh = inhibitors of human GCN5L2 histone acetyltransferase; Q92830; GCN5L2 HAT assay, ThioGlo1 CoA-SH fluorescence; Potency, µM (doses to about 58.9 µM), for inactives: top-dose activity change, negative = inhibition, most hits filed as inhibitors; 390,000 compounds, 0.21% hits; AID 504327
Target sequence (Q92830 whole entry, looked up): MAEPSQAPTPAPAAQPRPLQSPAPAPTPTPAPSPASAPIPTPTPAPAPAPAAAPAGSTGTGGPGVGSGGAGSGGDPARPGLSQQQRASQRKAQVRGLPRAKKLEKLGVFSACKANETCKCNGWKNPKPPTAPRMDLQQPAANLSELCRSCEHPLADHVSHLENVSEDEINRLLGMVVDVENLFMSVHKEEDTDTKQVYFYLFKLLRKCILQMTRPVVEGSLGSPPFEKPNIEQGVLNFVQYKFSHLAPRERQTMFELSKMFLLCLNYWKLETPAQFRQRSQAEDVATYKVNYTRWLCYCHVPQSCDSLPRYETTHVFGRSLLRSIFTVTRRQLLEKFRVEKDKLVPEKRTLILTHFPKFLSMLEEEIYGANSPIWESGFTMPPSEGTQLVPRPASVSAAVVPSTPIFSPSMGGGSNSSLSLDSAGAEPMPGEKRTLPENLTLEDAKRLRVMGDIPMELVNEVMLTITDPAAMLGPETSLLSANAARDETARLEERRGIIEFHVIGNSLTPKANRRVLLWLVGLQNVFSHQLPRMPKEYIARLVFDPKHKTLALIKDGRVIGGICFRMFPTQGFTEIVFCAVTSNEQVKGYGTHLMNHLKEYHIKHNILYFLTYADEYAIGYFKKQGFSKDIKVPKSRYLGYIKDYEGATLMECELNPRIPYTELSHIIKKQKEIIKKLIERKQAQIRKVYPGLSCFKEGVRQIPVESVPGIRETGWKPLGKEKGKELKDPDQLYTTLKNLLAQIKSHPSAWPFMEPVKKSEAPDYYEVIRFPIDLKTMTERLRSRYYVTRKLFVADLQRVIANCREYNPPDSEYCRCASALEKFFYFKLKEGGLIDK
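Enzyme at 20nM final was mixed with library compounds for 15 min at room temperature. Peptide H3(1-25) at 75uM, acetyl-CoA at 70uM and ThioGlo1 at 50uM were then added. Plates were read immediately and after 20 min (Ex340nm/Em540nm).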
N370S GC mod = inhibits or activates N370S mutant glucocerebrosidase | P04062 | N370S GC spleen homogenate, 4MU-glucoside fluorescence | Potency, µM (series often up to 59.4 µM), for the others: at the top dose activity change, negative = inhibition, most hits filed as inhibitors | 330,000 compounds, 0.092% hits;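 also: 0% = full enzyme activity and -100% = no enzyme basal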
FEN1 inhibitor = inhibitors of human flap endonuclease 1; Recombinant FEN1 flap cleavage, fluorescence, 15 min; Potency, µM (highest dose often 114 µM), inactives show at the top dose activity change, negative = inhibition, actives largely listed as inhibitors; 390,000 compounds, 0.35% hits; AID 588795; also: nearly all actives have a fitted effect of over 65% in size
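Potency values derive from four-parameter Hill fits of normalized qHTS data. The reaction used 10 nM FEN1 preincubated 15 min at room temperature with compound, then 50 nM DNA substrate, read at 0 and 15 min.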
* = called active by the depositor; ? = inconclusive; / = not tested or not shown; [ ] = remark or other dose. Calls follow the shape of the dose curve; as a rule, active = well fitted curve in the direction sought with a large enough effect; inconclusive = small, poorly fitted or top-dose-only effect, or another doubt; inactive = no such curve, though single readings can be large; an effect the other way counts as inactive or inconclusive. Unless noted, % is scaled to controls: 0 for no effect and ±100 for the full control effect; potency is read from the fitted curve at half-maximal effect.

Values run as follows: GCN5L2 inh, N370S GC mod, FEN1 inhibitor
- O=C(CSCc1cnn(-c2ccccc2)c1-n1cccc1)NCc1ccccn1
  -6%, 6%, -3%
- C=CCC1NS(=O)(=O)OC2CCCCC12 (centres undefined)
  -3%, 4%, 16%
- CCN(CC)CCCn1c2c(c(SCC(=O)Nc3cccc(C)c3C)nc1=O)CCC2
  -17%, -3%, -1%
- COc1cc(C(=O)NCc2ccc(-n3cccc3)cc2)cc(OC)c1OC
  -8%, -13%, /
- COc1ccc(-c2nn3c(=O)cc(CN4CCN(C(=O)Nc5cc(C)ccc5C)CC4)nc3s2)cc1
  -11%, /, 16%
- COc1cccc2sc(N(Cc3cccnc3)C(=O)C3COc4ccccc4O3)nc12 (centres undefined)
  -12%, /, 18%
- CCCOc1ccccc1N/C(=N/c1nc(C)cc(C)n1)NC(=O)COc1ccc(OC)cc1
  -2%, 18%, 7%
- Cc1c(CNCCc2ccccc2Cl)c(C(=O)O)c(C)n1-c1ccccc1
  1%, 1%, 12%
- CCSc1ccccc1C(=O)Nc1cc(C)on1
  -7%, -13%, -4%
- Cc1ccc(NC(=O)CCC(=O)NNC(=O)COc2ccc([N+](=O)[O-])cc2)c(C)c1
  -10%, 3%, -1%
- Cc1cccc(NC(=O)c2ccccc2NC(=O)Cc2ccccc2)c1C
  3%, 4%, -7%
- Cc1[nH]n(-c2cccc([N+](=O)[O-])c2)c(=O)c1-c1ccccc1
  -7%, -4%, 7%
- Fc1cnc(N2CCN(c3ccccc3)CC2)nc1N1CCN(c2ccccc2)CC1
  -10%, -8%, -2%
- CCO/C=C1\C(=O)N(c2ccccc2)C(=O)c2ccccc21
  -3%, 11%, -9%
- Cc1ccc(OCC(=O)Nc2ccc3nc(SCC(=O)N4CCOCC4)sc3c2)cc1
  -12%, /, 5%
- COc1ccc(C2SCCN2C(=S)Nc2ccc(Cl)cc2)cc1 (centres undefined)
  -10%, 6%, -14%
- COc1ccc2c(CNCCc3ccco3)c(C(=O)O)n(Cc3ccc(C)cc3)c2c1
  0%, /, 1%
- O=C1CC(C(=O)N2CCc3ccccc32)CN1c1ccccc1 (centres undefined)
  -1%, 2%, 9%
- COc1cc2nc(=S)n3[nH]c(CCn4nc(C)cc4C)nc3c2cc1OC
  -15%, 3%, -12%
- CCN(CC)S(=O)(=O)c1cccc(C(=O)Nc2ccc(S(=O)(=O)NC3=NCCCCC3)cc2)c1
  4%, 0%, 1%

Entries of single compounds as entered above. Values in the order: GCN5L2 inh	N370S GC mod	FEN1 inhibitor
Record of O=C1CC(C(=O)N2CCc3ccccc32)CN1c1ccccc1 (centres undefined) : -1%	2%	9%
Record of Fc1cnc(N2CCN(c3ccccc3)CC2)nc1N1CCN(c2ccccc2)CC1 : -10%	-8%	-2%
Record of CCO/C=C1\C(=O)N(c2ccccc2)C(=O)c2ccccc21 : -3%	11%	-9%
Record of Cc1c(CNCCc2ccccc2Cl)c(C(=O)O)c(C)n1-c1ccccc1 : 1%	1%	12%
Record of COc1cc2nc(=S)n3[nH]c(CCn4nc(C)cc4C)nc3c2cc1OC : -15%	3%	-12%

(further entries)
Values run as follows: GCN5L2 inh, N370S GC mod, FEN1 inhibitor
- COC(=O)c1ccc(CN2CCCC(CO)(Cc3ccccc3F)C2)cc1 (centres undefined)
  -6%, -12%, -11%
- CCOc1ccccc1NC(=O)Nc1ccc2c(c1)CCC2
  -24%, 30%, -1%
- CC(C)COC(=O)c1ccc(NC(=O)C2C3C=CC(C3)C2C(=O)O)cc1 (centres undefined)
  -1%, 0%, -1%
- CCC(C)[C@H]1COCCS(=O)(=O)N1Cc1ccccc1 (some centres undefined)
  -5%, 5%, 35%[activator]
- CSc1nc2ccc(NC(=O)c3ccc(=O)[nH]c3)cc2s1
  2%, 1%, 2%
- CC1=C(C(=O)Nc2ccccc2)C(c2ccc(C(C)C)cc2)N2C(=O)CSC2=N1 (centres undefined)
  -5%, 7%, 7%
- O=C(/C=C/c1ccccc1)N/C(=C/c1ccccc1)C(=O)NCCO
  -5%, 7%, -6%
- CCS(=O)(=O)Nc1cccc(C(=O)CC2(O)C(=O)Nc3ccccc32)c1 (centres undefined)
  -4%, -4%, 4%
- CCCCN(Cc1ccccc1)C1CCN(Cc2ccccc2)CC1
  -8%, -1%, -6%
- O=C(CCc1nnc(CCCCc2ccccc2)o1)N(CCO)Cc1ccccc1
  -21%, -3%, 14%
- Cc1nn2c(NCCN3CCOCC3)c3c(nc2c1-c1ccccc1)CCCC3
  -22%, -28%, -3%
- CC[C@H](C(=O)[C@H](C)[C@H](O)[C@H](C)CCc1ccc(C)c(O)c1C(=O)O)[C@H]1O[C@](CC)([C@@H]2CC[C@@](O)(CC)[C@H](C)O2)C[C@H]1C
  0%[21.4 µM], -12%[21.6 µM], /
- CCc1ccc(CNC(=O)CN2C(=O)CSc3c2c(C)nn3-c2ccccc2)cc1
  17%, /, 14%
- Cc1cccc2c(C(=O)n3cccn3)cc(-c3ccccc3Cl)nc12
  41%[activator], 7%, -1%
- CC(C)C(C(=O)NCc1ccco1)N(Cc1ccco1)C(=O)CNS(=O)(=O)c1ccccc1 (centres undefined)
  -6%, -7%, -2%
- O=S1CCCSC1c1cccnc1 (centres undefined)
  -8%, 7%, 9%
- O=C(Oc1ccc(-c2ccccc2)cc1)C1C2CCCCC21 (centres undefined)
  -2%, -4%, 2%
- CN(CCc1ccccc1)C1CCCN(S(=O)(=O)N(C)C)C1 (centres undefined)
  7%, -6%, 3%
- CCc1ccccc1NC(=O)c1cc(-c2ccc(F)cc2)on1
  -10%, -8%, 6%
- COc1ccc(-c2oc3cc(O[C@@H]4OC(CO)C(O)C(O)C4O)c(OC)c(O)c3c(=O)c2OC)cc1O (some centres undefined)
  -12%, 0%, /

Values run as follows: GCN5L2 inh, N370S GC mod, FEN1 inhibitor
- CCc1[nH]nc(C(=O)N2CCCC(Nc3ccc(C(C)C)cc3)C2)c1C (centres undefined)
  -9%, -2%, 14%
- CCCCN(C(=O)NC(=O)Nc1cccc(C)c1C)S(C)(=O)=O
  -5%, 12%, -4%
- O=C(NCc1ccccn1)c1ccccc1OCc1ccc(F)cc1
  1%, 0%, 0%
- O=C(OCC(=O)c1c[nH]c2ccccc12)c1cccc([N+](=O)[O-])c1
  1%, /, ?
- CCOc1ccc(/C(CCC(=O)O)=N/NC(=S)NCCc2ccccc2)cc1
  -20%, 5%, -3%
- Cc1ccc(-n2c(C)cc(C(=O)CN3CCOCC3)c2C)cc1C
  -3%, 5%, -5%
- CC(C)(C)N/N=C1\CC(c2ccccc2)Oc2ccccc21 (centres undefined)
  2%, 6%, -11%
- N#C/C(=C\c1ccc([N+](=O)[O-])cc1)c1ccccn1
  -1%, 2%, 7%
- Cn1c(CCC(=O)Nc2ccccc2F)nnc1SCC(=O)Nc1ccccc1Cl
  -2%, -6%, -9%
- O=C(Nc1ccc(Br)cc1)c1cccc(S(=O)(=O)Nc2ccc(Br)cc2)c1
  -30%, -3%, /
- Cc1ccc(S(=O)(=O)N(C)C)cc1-n1c(SCC(=O)Nc2ccc(F)cc2)nc2ccccc2c1=O
  -14%, 13%, -16%
- CCOc1ccc(CC(=O)NCc2ccc3c(c2)CCN3C(=O)c2ccccc2)cc1OCC
  0%, /, 0%
- N#Cc1c(N)nc2c(c1-c1ccc3c(c1)OCO3)CCCCCC2
  -3%, -21%, 6%
- CC(c1ccco1)N(C(=O)c1ccc(C#N)cc1)c1ccccn1 (centres undefined)
  -3%, -19%, -3%
- Cn1c(=O)c2c(ncn2CC(=O)N/N=C/C(Cl)=C/c2ccccc2)n(C)c1=O
  -12%, 6%, -2%
- CC(=O)C[C@H](c1ccccc1)c1c(O)c2ccccc2oc1=O
  -24%, -14%, /
- O=c1c2ccccc2nnn1Cc1ccc(Br)cc1
  -1%, -6%, -17%
- O=C(c1ccc(Cl)cc1)n1nc(-c2ccco2)nc1NCc1cccs1
  -3%, /, 5%
- O=C(NCC1CCS(=O)(=O)C1)Oc1ccccc1 (centres undefined)
  -3%, 9%, -1%
- CCOC(=O)Cn1c(=NC(=O)c2nc3ccccc3s2)sc2cc(S(N)(=O)=O)ccc21
  -9%, -23%, -1%

Just N370S GC mod and GCN5L2 inh (three entries from above):
mol	N370S GC mod	GCN5L2 inh
CC(c1ccco1)N(C(=O)c1ccc(C#N)cc1)c1ccccn1 (centres undefined)	-19%	-3%
Cc1ccc(-n2c(C)cc(C(=O)CN3CCOCC3)c2C)cc1C	5%	-3%
CCOc1ccc(CC(=O)NCc2ccc3c(c2)CCN3C(=O)c2ccccc2)cc1OCC	/	0%

(listing goes on)
Values run as follows: GCN5L2 inh, N370S GC mod, FEN1 inhibitor
- O=S(=O)(N/N=C1/CCCc2ccccc21)c1ccc(Br)cc1
  0%, 13%, 10%
- CN(C)c1nc(OCCOC(=O)COc2ccc(Cl)cc2Cl)nc(N(C)C)n1
  2%, 16%, -7%
- O=C(/C=C/c1ccccc1)/C=C/c1ccccc1
  -11%, ?, ?
- CC1CCN(c2ccc(C(=O)NCc3ccco3)cc2[N+](=O)[O-])CC1
  -9%, -14%, -17%
- O=C(CCS(=O)(=O)c1ccccc1Cl)NC1CCCCCC1
  -2%, /, 3%
- O=C(CSc1nnc2ccc(-c3cccnc3)nn12)Nc1ccccc1F
  -6%, 2%, 4%
- CC(C)CCNC(=O)C(c1ccco1)N(CC1CCCO1)C(=O)Cn1nnc2ccccc21 (centres undefined)
  -5%, 14%, -14%
- O=C(NCC(c1ccco1)N1CCN(c2ccccc2)CC1)OCc1ccccc1 (centres undefined)
  -9%, 5%, -18%
- c1ccc(-c2oc3ncnc(N4CCOCC4)c3c2-c2ccccc2)cc1
  1%, 3%, /
- O=C(c1cc2cc(Cl)ccc2oc1=O)N1CCCCCCC1
  -8%, 5%, -12%
- COCCN1Cc2cccc(C(=O)Nc3cc(OC)ccc3OC)c2C1=O
  -9%, 1%, 1%
- COc1ccc(/C=C/C(=O)Nc2ccc3nc4c(c(Nc5ccccc5OC)c3c2)CCCC4)cc1
  -15%, /, 10%
- N#Cc1sc2nc(N3CCCCC3)c3c(c2c1N)CCCC3
  -17%, ?, -21%
- Cc1ccc(C)c(C(=O)COC(=O)c2cc(Cl)nc3ccccc23)c1
  -10%, 11%, 12%
- O=C(COc1ccc2ccc(=O)oc2c1)Nc1ccc(CCO)cc1
  -4%, -5%, 4%
- C=CCn1c(=O)c2ccccc2n2c(SCc3csc(-c4ccccc4)n3)nnc12
  -7%, 8%, -2%
- O=C1NC2(Nc3ccccc31)C(=O)Nc1ccccc12 (centres undefined)
  -4%, ?, -22%
- CC1CCCC(NC(=O)COC(=O)c2ccccc2Sc2ccccc2C#N)C1C (centres undefined)
  24%, ?, -2%
- COc1ccc(/C=C2\SC(=S)N(CCC(=O)NC3C=CS(=O)(=O)C3)C2=O)cc1 (centres undefined)
  -20%, -26%, -18%
- Cc1cc(C)c(C#N)c(SCC(=O)Nc2ccc(S(=O)(=O)Nc3ncccn3)cc2)n1
  0%, 0%, -7%

Values run as follows: GCN5L2 inh, N370S GC mod, FEN1 inhibitor
- CSc1ncc(Cl)c(C(=O)Nc2c(C(=O)c3ccc(C)c(F)c3)oc3ccccc23)n1
  3%, /, -5%
- Cc1cccc(N2CCN(C(=O)Cc3ccc(Br)cc3)CC2)c1C
  /, 13%, -1%
- CCOC(=O)C1=C2NC(=O)c3ccccc3N2C(=O)C1
  -4%, -2%, -3%
- CC(C)(C)C1CCc2oc3ccc(NS(=O)(=O)c4cc(Cl)ccc4Cl)cc3c2C1 (centres undefined)
  -16%, /, ?
- COc1ccc(C(=O)Nc2cccc(-c3nc4ncccc4o3)c2C)cc1OC
  -8%, 10%, 0%
- Cc1cccc(COc2ncnc3nc[nH]c23)c1
  1%, 3%, -7%
- CC(C)Oc1cccc(C(=O)NC(=S)Nc2ccc(Cl)c(C(=O)O)c2)c1
  0%, 5%, 1%
- CC1=C(C(=O)OCC2CCCO2)C(c2ccccc2)C2=C(CCCC2=O)N1 (centres undefined)
  -8%, 0%, -12%
- CCNC(=S)Nc1cccc(NC(=O)c2ccccc2O)c1
  2%, 2%, 8%
- CCCCNC(=O)c1onc(CSc2nc3ccccc3[nH]2)c1C(=O)NCCCC
  -6%, 10%, ?
- Cc1cnc(C(=O)OCC(=O)c2c(N)n(CC(C)C)c(=O)n(C)c2=O)cn1
  -14%, 2%, 2%
- CCN(CC)S(=O)(=O)c1cccc(NC(=O)CSc2nnc(N)s2)c1
  -11%, 24%, -7%
- CN(C(=O)C1CCCCC1)C1CCS(=O)(=O)C1 (centres undefined)
  -6%, -4%, 6%
- O=C(c1ccco1)n1nc(-c2cccnc2)nc1NCc1ccco1
  -2%, 9%, 1%
- C/C(CC(=O)Nc1cc(C)ccn1)=N\NC(=O)c1ccncc1
  -5%, 1%, 14%
- Cc1ccc(NC(=O)CCN2CCc3ccccc3C2)cc1
  -2%, 0%, -6%
- O=C(CCCc1ccccc1)Nc1ccccc1[N+](=O)[O-]
  -8%, -4%, -1%
- Cc1ccc(S(=O)(=O)NCCCCCC(=O)Nc2ccccc2C)cc1
  -10%, 0%, -2%

Bioassay records as filed in PubChem BioAssay.
